From PubChem
PAFAH1B3 FP inh: inhibitors of human PAFAH1B3; Q15102; recombinant PAFAH1B3, FP-rhodamine probe, fluorescence polarization; inhibition, % at 3.39 µM; 340,000 compounds, 0.28% hits; AID 492972;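 active means inhibition above the screen-wide average of all tested compounds plus 3 SD, cut at about 25% in these data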;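 further: 0% = enzyme with DMSO only and 100% = wells lacking PAFAH1B3 protein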
Target sequence (Q15102 whole entry, looked up): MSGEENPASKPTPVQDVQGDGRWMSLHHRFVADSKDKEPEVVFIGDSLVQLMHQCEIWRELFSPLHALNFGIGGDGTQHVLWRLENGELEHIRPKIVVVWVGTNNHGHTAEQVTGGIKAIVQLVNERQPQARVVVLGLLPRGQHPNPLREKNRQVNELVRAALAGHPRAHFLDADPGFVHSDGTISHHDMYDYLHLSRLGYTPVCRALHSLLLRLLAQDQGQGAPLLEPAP
PAD4 FP inh: blocks human protein arginine deiminase 4 | Q9UM07 | recombinant PAD4, RCA probe fluorescence polarization | inhibition, % at 6.36 µM | 330,000 compounds, 0.41% hits;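 active means percent inhibition above a cutoff equal to the mean of all tested compounds plus 3 SD, cut at about 15% in these data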;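 further: 0% = PAD4 with RCA probe and DMSO and 100% = probe without PAD4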
LYPLA1 counter: counter-screen for PME1 inhibitors: inhibitors of human LYPLA1 | AID 2174 | O75608 | 320,000 compounds, 0.16% hits | inhibition, % at 5.9 µM | recombinant LYPLA1, FP-Rh probe fluorescence polarization;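 active means inhibition above the mean of all tested compounds plus 3 SD, set per campaign, cut at about 14% in these data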;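 further: inhibitors block serine hydrolase probe labeling of LYPLA1 so polarization falls; 0% = enzyme with DMSO and 100% = wells lacking LYPLA1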
PREPL inh: inhibits the human prolyl oligopeptidase-like enzyme; Q4J6C6; recombinant PREPL, fluorescence polarization activity-based probe; inhibition, % at 5.96 µM; 320,000 compounds, 0.68% hits; in the data active means inhibition above about 43%;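 further: 0% = enzyme with DMSO and 100% = wells lacking enzyme; many of its hits are not listed in these tables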
pPAFAH inh: inhibitors of human plasma PAF acetylhydrolase (pPAFAH); Q13093; recombinant pPAFAH, FP-rhodamine probe fluorescence polarization; inhibition, % at 3.39 µM; 330,000 compounds, 1.5% hits;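 active means inhibition above the mean inhibition across the screen plus 3 SD, cut at about 25% in these data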;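 further: inhibitors block binding of the rhodamine activity-based probe so polarization drops; 0% = enzyme with DMSO and 100% = wells lacking pPAFAH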
LYPLA2 inh: LYPLA2 (human) inhibition in PME1 counter-screen; O95372; recombinant LYPLA2, FP-Rh probe fluorescence polarization; inhibition, % at 5.9 µM; 320,000 compounds, 0.38% hits; AID 2177;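 active means inhibition above the screen-wide mean plus 3 SD, limit set per campaign, cut at about 26% in these data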;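 further: 0% = LYPLA2 with DMSO and 100% = wells lacking LYPLA2 enzyme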
Target sequence (O95372 whole entry, looked up): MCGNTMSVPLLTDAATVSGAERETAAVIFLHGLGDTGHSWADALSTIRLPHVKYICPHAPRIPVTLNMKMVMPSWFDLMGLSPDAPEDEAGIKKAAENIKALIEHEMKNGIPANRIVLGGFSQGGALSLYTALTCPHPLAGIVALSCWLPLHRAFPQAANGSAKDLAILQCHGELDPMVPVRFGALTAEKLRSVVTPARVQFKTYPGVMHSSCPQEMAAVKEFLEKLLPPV
PME-1 inh: PME-1 (human) inhibition; Q9Y570; 320,000 compounds, 0.53% hits; recombinant PME-1, FP-Rh probe fluorescence polarization; inhibition, % at 5.9 µM; AID 2130;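 active means inhibition above the campaign mean of all compounds plus 3 SD, cut at about 26% in these data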;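 further: competitive labeling of PME-1 active site by serine hydrolase directed probe; 0% = PME-1 with DMSO and 100% = wells lacking PME-1 enzyme; inhibitors block probe labeling so polarization falls and inhibition rises; many of its hits are not listed in these tables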
Target sequence (Q9Y570 whole entry, looked up): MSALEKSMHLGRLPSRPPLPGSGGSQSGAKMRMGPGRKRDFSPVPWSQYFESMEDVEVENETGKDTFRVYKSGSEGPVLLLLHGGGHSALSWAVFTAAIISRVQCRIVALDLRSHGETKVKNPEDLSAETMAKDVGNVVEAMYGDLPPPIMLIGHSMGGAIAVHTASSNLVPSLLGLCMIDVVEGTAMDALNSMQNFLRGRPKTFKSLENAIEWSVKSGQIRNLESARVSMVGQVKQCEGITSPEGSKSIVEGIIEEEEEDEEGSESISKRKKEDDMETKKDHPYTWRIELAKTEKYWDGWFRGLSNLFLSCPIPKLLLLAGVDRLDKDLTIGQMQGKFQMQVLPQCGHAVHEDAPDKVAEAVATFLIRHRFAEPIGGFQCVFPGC
PAFAH1B2 inh: blocks human PAF acetylhydrolase 1b catalytic subunit 2 | inhibition, % at 3.39 µM | 340,000 compounds, 1.2% hits | AID 492953 | P68402 | recombinant PAFAH1B2, FP-rhodamine activity probe, fluorescence polarization;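 active means inhibition above the mean of all tested compounds plus 3 SD, cut at about 24% in these data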;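 further: 0% = enzyme with DMSO and 100% = wells lacking PAFAH1B2; many of its hits are not listed in these tables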
GSTO1 inh: GSTO1 inhibition, counter-screen for RBBP9 inhibitors; recombinant GSTO1, activity-based probe fluorescence polarization; inhibition, % at 5.96 µM; 300,000 compounds, 1.1% hits;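 active means inhibition above the campaign mean inhibition plus 3 SD, cut at about 35% in these data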;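 further: 0% = GSTO1-1 with DMSO and 100% = wells lacking GSTO1-1 enzyme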
The depositor's hits bear a star; . = not tested or not shown. These rows are one share of the data (hit frequency here may not be typical).

SMILES,PAFAH1B3 FP inh,PAD4 FP inh,LYPLA1 counter,PREPL inh,pPAFAH inh,LYPLA2 inh,PME-1 inh,PAFAH1B2 inh,GSTO1 inh
CC1CCN(c2nc(-c3ccccc3O)nc3ccccc23)CC1,7,-3,1,-8,1,2,0,5,4
Cc1ccc(NC(=O)COC(=O)COc2ccc(Cl)cc2)c([N+](=O)[O-])c1,14,-9,2,27,16,9,1,6,-4
CCOC(=O)CNC(=O)CSc1nc(-c2ccc(C)cc2)ns1,-6,-4,1,-5,3,2,3,-1,1
CCC(=O)Nc1ccc(C(=O)OCC(=O)c2cccs2)cc1,0,3,0,17,-4,9,-5,1,-1
Cc1ccccc1N(Cc1cc(=O)[nH]c2ccccc12)C(=O)CCl,13,3,-6,3,-1,-6,3,8,74*
O=C(CN1CC(=O)Nc2ccccc21)Nc1ccc(F)c(F)c1,8,-10,-3,8,-5,-1,-7,2,4
CN=c1scc(C)n1/N=C/c1cc(Br)c(O)c(OC)c1,12,0,-1,1,7,-4,4,-1,9
CC(C)(C)OC(=O)C[C@H]1C/C=C\C[C@H](CC(=O)NCCO)C(=O)N[C@@H](c2ccccc2)COC1=O,2,0,.,14,2,.,.,-1,.
O=C(Nc1ccccc1)c1ccc(-c2ccc([N+](=O)[O-])cc2)o1,5,-3,-5,12,3,-14,-7,0,-6
CN1CCN(CCC2Oc3cc([N+](=O)[O-])ccc3NC2=O)CC1 (stereo unspecified),8,-1,-4,14,-1,3,-3,-1,8
Cc1ccc(C(=O)Nc2ccc(F)cc2)o1,9,1,1,2,2,3,4,2,8
COc1ccc(-c2nc(CS(=O)(=O)CC(=O)Nc3cccc(C(C)=O)c3)c(C)o2)cc1,4,-5,-1,-3,4,-10,2,0,-2
CCOC(=O)[C@H]1[C@H]2COc3ccc(Br)cc3[C@@H]2N2C(=O)CN(Cc3ccco3)C(=O)[C@@]12C,8,-2,-6,9,-1,-5,2,1,.
Cc1cc(C)nc(OC(C(=O)O)C(OCCc2ccccc2)(c2ccc(F)cc2)c2ccc(F)cc2)n1 (stereo unspecified),2,-1,3,0,4,-1,0,19,27
CCOc1ccc(OCCC(=O)N2CCN(S(=O)(=O)c3cccc(F)c3)CC2)cc1,5,4,1,9,4,-4,-11,3,-7
COc1ccc(OCC(=O)N(C)Cc2ccccc2)cc1,2,1,5,2,9,12,3,0,4
O=C(NCc1ccco1)c1cc2n(n1)C(C(F)(F)F)CC(c1ccc(F)cc1)N2 (stereo unspecified),9,0,3,-9,6,5,-4,5,1
O=C(CCc1nnc2ccc(NCc3ccco3)nn12)Nc1ccc(F)cc1F,9,2,-2,-1,10,4,-2,5,-5
Cc1ccc(CSc2nnc(SCC(=O)N/N=C/C=C/c3ccco3)s2)cc1,8,-2,-5,-3,16,-2,-5,-1,-2
O=C(Cc1ccccc1F)Nc1nc(-c2cccnc2)cs1,6,-17,-4,10,0,-7,-9,2,-19
CCCC(C)C(=O)Nc1nc(C)c(-c2csc(Nc3ccc(Cl)cc3)n2)s1 (stereo unspecified),8,-11,-9,5,8,-3,7,5,-6
Cn1cccc1C(=O)NC1CCCCCC1,2,6,5,3,4,5,-2,2,.
Cc1noc(C)c1C(=O)N1CCCC(C(=O)c2cccc(OC(C)C)c2)C1 (stereo unspecified),0,-1,5,-9,9,9,-1,1,-2
CCCCc1ccc(NC(=O)NCc2ccccn2)cc1,7,-2,1,2,3,10,5,-1,-1
CS(=O)(=O)c1ccc(Cl)c(NC(=O)CCNC(=O)c2ccco2)c1,6,7,-4,0,-5,-3,-2,5,3

Remaining list, next part
SMILES,PAFAH1B3 FP inh,PAD4 FP inh,LYPLA1 counter,PREPL inh,pPAFAH inh,LYPLA2 inh,PME-1 inh,PAFAH1B2 inh,GSTO1 inh
Clc1ccc(-c2cn3c(n2)SCC3)cc1,0,-7,-1,4,-2,-7,1,5,6
CCc1nnc(NC(=O)c2ccc(-c3ccc(C(C)=O)cc3)o2)s1,7,-2,-3,21,-2,-5,-2,-4,.
CC(C)NC(=O)NC(=O)COC(=O)c1cc(S(=O)(=O)N2CCCCC2)ccc1N1CCOCC1,1,2,1,12,-2,27*,0,0,1
CS(=O)(=O)c1ccc(Cl)c(NC(=O)c2cccc(N3C(=O)CCC3=O)c2)c1,6,5,-3,8,2,0,-5,6,-3
CCN1CCSc2ccc(C(=O)NCc3ccccc3Br)cc21,9,0,-4,17,8,0,6,0,0
O=C(NCCc1ccco1)c1ccc(OCc2cn3ccccc3n2)cc1,13,-3,.,6,4,.,.,6,.
O=C(CNc1cccc2ccccc12)N/N=C/C=C/c1ccco1,11,-6,5,12,10,9,74*,7,13
Cc1oc(-c2ccc(Cl)cc2)nc1CN1CCCC(C(=O)N2CCOCC2)C1 (stereo unspecified),3,-1,2,33,1,5,-4,0,2
Cc1cc(-c2c(C)[nH]n(-c3ccc(Cl)cc3)c2=O)n[nH]1,9,-6,0,16,-3,1,-1,3,6
COc1ccc(C(c2nnnn2Cc2ccccc2)N2CCN(c3ccccc3)CC2)cc1 (stereo unspecified),-2,-6,-1,2,1,-6,-7,0,-4
COC(=O)CSc1nnc(-c2ccncc2)o1,0,0,0,10,6,0,-4,-1,-3
Cc1ccc(-n2nc3ccc(NC(=O)c4ccc5c(c4)OCO5)cc3n2)cc1,-1,-2,-9,15,7,-14,-16,3,-1
CC(NC(=O)c1ccccc1Cl)C1CC2CCC1C2 (stereo unspecified),0,5,-3,-4,1,-2,2,7,1
Cc1ccc(Sc2cc(C)nc(-c3ccccn3)n2)cc1,12,1,0,3,12,4,2,5,12
CC1=NN(C(=O)c2ccc(Cn3nc(C)c([N+](=O)[O-])c3C)o2)C(O)(C(F)(F)F)C1 (stereo unspecified),1,-1,0,13,3,6,6,9,3
COc1ccc(-c2coc3cc4oc(=O)cc(C)c4cc23)cc1F,-4,-7,-1,-3,2,1,-3,-1,-1
CCOc1ccc(CCNC(=O)CS(=O)Cc2nc(-c3ccc(C)cc3)oc2C)cc1OCC (stereo unspecified),-1,-1,2,11,2,-1,2,6,3
O=C(/C=C/c1ccccc1)NCCc1ccc2c(c1)OCCO2,-3,-2,-3,-15,2,1,2,1,7
Cn1c(=O)c(C(=O)N2CCc3ccccc32)cc2cccnc21,8,-2,2,-2,-2,9,-1,-6,6
O=C1CCCC(O)=C1N=Nc1c(Cl)cc(Cl)cc1Cl,7,36*,10,24,14,22,15,-5,18
CCCC(=O)Nc1cccc(-c2cn3cccnc3n2)c1,10,-4,3,11,-2,-2,-2,-1,-3
Cc1ccc(C=NCc2ccncc2)c(O)c1,5,-1,1,10,7,4,-1,5,5
NC(=O)[C@H]1CC2(CC(c3cccc(NC(=O)[C@H]4CCC(=O)N4)c3)=NO2)CN1C(=O)c1ccccc1 (stereo partly specified),-8,1,3,3,0,11,4,-2,10
COc1ccccc1NC(=O)COc1ccc(/C=N/NS(=O)(=O)c2ccc(C)cc2)cc1,1,6,-8,-9,14,-5,-4,-3,5
N#Cc1ccc(OCC(=O)NCCN2CCOCC2)cc1,8,-3,2,22,-1,-2,4,1,.

Further compounds:
SMILES,PAFAH1B3 FP inh,PAD4 FP inh,LYPLA1 counter,PREPL inh,pPAFAH inh,LYPLA2 inh,PME-1 inh,PAFAH1B2 inh,GSTO1 inh
COc1ccc(C2CC(=O)c3cnc(NC(=O)c4ccccc4OC)nc3C2)c(OC)c1 (stereo unspecified),-2,-5,-8,-8,-5,-14,-11,5,-16
COc1ccc(N/C(=C/[N+](=O)[O-])SC)cc1,-1,1,5,-1,-2,2,7,-2,2
CCC(=O)N/C(=N/c1nc(C)cc(C)n1)Nc1ccc(OC)cc1,7,-3,-2,8,1,2,2,0,-1
Cc1cc(=O)c2c(C)ccc(C)c2[nH]1,10,1,1,-2,-1,2,-3,3,9
O=C(NNC(=S)NC1CCCCC1)c1ccc2c(c1)OCO2,7,4,-2,15,-4,3,-4,2,-3
COc1ccc(/C=C(\NC(=O)c2ccccc2)C(=O)N/N=C/c2cccnc2)cc1,7,-3,1,3,0,-2,6,2,7
CN(CCC1CCOCC1)C(=O)CC1C(=O)NCCN1Cc1ccccc1F (stereo unspecified),1,-8,3,1,2,-3,2,2,-1
CC(C)n1cc(CN2CCN(C)C(CCO)C2)c2ccccc21 (stereo unspecified),2,1,-1,-2,6,-1,-4,0,-1
Nc1nc(SCc2ccc([N+](=O)[O-])cc2)c2ncn(C3OC(CO)C(O)C3O)c2n1 (stereo unspecified),6,-2,1,21,1,0,3,2,8
N#CCSCC(=O)Nc1ccc(Cl)cc1,12,-3,0,-6,2,4,2,1,0
C[C@H](NC(=O)c1ccco1)C(=O)Nc1cc(S(=O)(=O)N2CCCC2)ccc1OCC(F)(F)F,5,0,.,7,2,.,.,6,.
Cc1ccc(-n2c(C)cc(C(=O)CSc3nnc4ccccn34)c2C)cc1,-2,-6,4,5,5,1,1,-3,2
O=C(NC(=S)Nc1ccccn1)c1cc(-c2ccccc2)nc2ccccc12,-5,-2,-11,2,7,-14,-13,-6,-10
O=C(c1c(F)c(F)c(F)c(F)c1F)N(Cc1ccccc1)Cc1ccccc1,8,-2,-2,13,3,-5,-1,-3,3
O=C(O)/C=C/C(=O)Nc1nccs1,4,0,4,3,1,5,7,-3,-1
c1ccc2cc(OCCOCCOc3ccc4ccccc4c3)ccc2c1,0,-5,-1,-87,-6,-1,-12,-2,3
c1ccc(Nc2ncnc3sccc23)cc1,3,-2,0,-18,2,0,3,-4,-1
COc1ccc(C(=O)COC(=O)c2sc(C)nc2C)cc1Cl,-3,-2,-2,-4,0,23,-6,1,.
CC1(c2ccc(Cl)cc2)NC(=O)N(CC(=O)NCc2ccc(F)cc2)C1=O (stereo unspecified),5,2,-3,6,-3,0,-3,7,3
CC(C)C(C(=O)N1CCN(Cc2ccccc2)CC1)c1ccccc1 (stereo unspecified),8,3,-2,2,3,10,1,10,7
CC(=O)Nc1ccc(S(=O)(=O)N(C)CC(=O)OC(C)C(=O)N(C)Cc2ccccc2)cc1 (stereo unspecified),1,1,4,-6,5,5,-2,4,1
COc1ccc(NC(=O)CSc2nnc(-c3ccccn3)n2-c2ccccc2)cc1OC,5,-3,-5,9,2,-3,0,3,3
C/C=C/C(=O)Nc1nnc(C2CCCCC2)s1,0,-2,4,12,-1,0,6,11,-22
Cc1scc(C(=O)O)c1-c1c(C(=O)O)csc1C,4,0,-3,6,-3,3,-2,1,2
CCOc1cc(CC(=O)N[C@@H](CC(C)C)c2ccccc2N2CCCCC2)ccc1C(=O)O,2,2,3,9,2,3,1,8,-6

Next part
SMILES,PAFAH1B3 FP inh,PAD4 FP inh,LYPLA1 counter,PREPL inh,pPAFAH inh,LYPLA2 inh,PME-1 inh,PAFAH1B2 inh,GSTO1 inh
S=c1[nH]nc(-c2ccncc2)n1/N=C/c1cccc(Cl)c1,.,3,2,3,12,6,2,.,-11
CN(Cc1ccccc1F)C(=O)c1ccc2c(=O)n3c(nc2c1)CCC3,2,2,-2,15,-2,5,3,7,-8
COc1cccc(NC(=O)Nc2ccc3c(c2)nnn3C)c1,-4,-3,4,4,5,2,-5,2,-9
CC(C)CNS(=O)(=O)c1ccc(CCC(=O)NCc2ccncc2)cc1,3,-1,0,7,8,4,-3,6,1
